Assay outcomes (PubChem)
NPY2 pot ag = NPY-Y2 potentiators or agonists, primary screen, cell-based. cells expressing NPY-Y2, potentiator/agonist read-out. activation, % at 3.6 µM. 220,000 tested, 0.45% active. AID 1359, 2008; in the data active means activation above about 27%;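 further: cells stimulated with NPY near EC25 plus isoproterenol at EC100; 0% = vehicle plus submaximal agonist and 100% = vehicle plus saturating agonist; some results beyond the cut were filed as inactive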
RBBP9 inhibitor = human RBBP9 inhibitors, primary screen, biochemical, fluorescence polarization, FP-Rh probe, HTS. Serine hydrolase RBBP9 (Homo sapiens), O75884. recombinant RBBP9. inhibition, % at 7.94 µM. 220,000 tested, 0.2% active. AID 1515, 2009;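 active means inhibition above the campaign mean of all tested compounds plus 3 SD, cut at about 14% in these data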;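 further: plate controls were DMSO wells with RBBP9 for no effect and wells lacking RBBP9 protein for full effect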
Target sequence (O75884 whole entry, looked up): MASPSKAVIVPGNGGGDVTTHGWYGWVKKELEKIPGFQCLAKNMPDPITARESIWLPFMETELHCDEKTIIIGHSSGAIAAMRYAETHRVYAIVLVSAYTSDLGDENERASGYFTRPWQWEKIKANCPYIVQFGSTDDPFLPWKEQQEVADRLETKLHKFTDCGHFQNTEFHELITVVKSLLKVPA
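Test system – recombinant human RBBP9 · Input – RBBP9 2.5 µM in dispensing solution, pre-mixing · Medium – Tris buffer pH 8.0, NaCl, Pluronic · Schedule – preincubation 30 min plus labeling 45 min at 25 °C · Measured by – fluorescence polarization · Measure – % inhibition · Controls – DMSO and no-protein wells · Replicates – one well per compound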
S1P4 agonist = S1P4 receptor agonists, primary screen, cell-based; Sphingosine 1-phosphate receptor 4 (Homo sapiens), O95977; S1P4-expressing cell line, agonist reporter assay; activation, % at 4.98 µM; 220,000 tested, 0.35% active; in the data active means activation above about 11%;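 further: 0% = DMSO vehicle and 100% = reference agonist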
Runt-CBFb FRET = inhibitors of RUNX1 Runt–CBFb binding, primary screen, biochemical, FRET, Cerulean-Runt, Venus-CBFb, uHTS. Cerulean-Runt/Venus-CBFb FRET ratio 530/480, 1 h. inhibition, % at 20 µM. 220,000 tested, 0.46% active;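 active means inhibition over about 50% at 20 µM in the single-dose screen, limit read from the data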;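 further: 0% = DMSO wells and 100% = excess unlabeled CBFb competitor control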
Target sequence (Q01196 whole entry, looked up): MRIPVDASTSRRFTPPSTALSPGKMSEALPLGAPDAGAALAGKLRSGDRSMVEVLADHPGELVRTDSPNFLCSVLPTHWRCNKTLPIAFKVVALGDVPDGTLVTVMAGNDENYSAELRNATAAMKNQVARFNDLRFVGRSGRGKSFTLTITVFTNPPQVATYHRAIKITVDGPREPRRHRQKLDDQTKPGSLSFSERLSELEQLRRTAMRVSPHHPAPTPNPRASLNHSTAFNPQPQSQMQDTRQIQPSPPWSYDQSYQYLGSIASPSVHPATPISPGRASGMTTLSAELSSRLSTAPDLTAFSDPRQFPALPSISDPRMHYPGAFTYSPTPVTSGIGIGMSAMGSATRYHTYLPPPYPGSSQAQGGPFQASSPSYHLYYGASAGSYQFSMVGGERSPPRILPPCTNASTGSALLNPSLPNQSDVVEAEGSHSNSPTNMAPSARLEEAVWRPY
Target sequence (Q13951 whole entry, looked up): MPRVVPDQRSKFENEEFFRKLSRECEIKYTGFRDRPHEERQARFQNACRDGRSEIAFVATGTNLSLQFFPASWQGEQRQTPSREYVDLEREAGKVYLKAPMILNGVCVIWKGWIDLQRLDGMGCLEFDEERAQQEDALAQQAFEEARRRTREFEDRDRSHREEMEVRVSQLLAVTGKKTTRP
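Measured by: fluorescence energy transfer, 422 nm excitation, 530/480 nm emission; test system: Cerulean-tagged RUNX1 Runt domain (FRET donor) fusion protein; buffer or medium: Tris pH 7.5 buffer with BSA; compound: one dose, 20 µM compound, 1% DMSO; times: two 1 h room-temperature incubations shielded from light; benchmarks: unlabeled CBFb 5 µM, positive control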
NPY-Y1 antag = NPY-Y1 receptor antagonists, primary screen, cell-based | Neuropeptide Y receptor type 1 (Homo sapiens), P25929 | HEK293-CNG Y1 cells, membrane potential fluorescence; NPY at EC95, then isoproterenol | inhibition, % at 3.6 µM | 200,000 tested, 1% active;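 active means inhibition above the campaign mean inhibition of all tested compounds plus 3 SD, cut at about 20% in these data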;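 further: 0% = DMSO wells given NPY plus isoproterenol and 100% = isoproterenol alone without NPY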
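Test system – HEK293 Y1/CNG channel cell line · Also added – NPY agonist 25 nM, then isoproterenol 1 µM plus Ro 20-1724 25 µM · Compound dosing – one concentration, 3.6 µM, in 0.4% DMSO · Schedule – compound incubation 1 h at room temperature, readout 45 min post-stimulation · Technique – fluorescence, membrane potential probe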
BaF3 parental = parental Ba/F3 cell viability inhibition, counter-screen for JAK2V617F inhibitor project, murine pro-B, CellTiter-Glo luminescence. CellTiter-Glo ATP luminescence. AID 1486, 2009. inhibition, % at 5.6 µM. 220,000 tested, 1.1% active;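 active means inhibition above a per-campaign cutoff, the mean inhibition of all tested compounds plus 3 SD, cut at about 27% in these data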;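 further: 0% = DMSO wells and 100% = JAK Inhibitor I control wells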
NPY-Y1 PAM-ag = NPY-Y1 receptor potentiators or agonists, primary screen, cell-based; 220,000 tested, 0.37% active; activation, % at 3.6 µM; Neuropeptide Y receptor type 1 (Homo sapiens), P25929; NPY-Y1 expressing cells, potentiator/agonist activation; in the data active means activation above about 33%, passing the limit was not always enough;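 further: cells stimulated with NPY at EC10 then isoproterenol at EC100; 0% = low agonist plus stimulus and 100% = saturating agonist plus stimulus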
S1P4 antag = S1P4 receptor antagonists, primary screen, cell-based | Sphingosine 1-phosphate receptor 4 (Homo sapiens), O95977 | inhibition, % at 4.98 µM | 220,000 tested, 0.26% active | S1P4-expressing cells, antagonist mode, reporter read-out | AID 1510, 2009; in the data active means inhibition above about 29%;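 further: 0% = wells stimulated with agonist and 100% = vehicle wells without agonist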
Ba/F3 V617F tox = reduced viability of JAK2V617F-dependent Ba/F3 cells, primary screen, JAK2V617F inhibitor project, cell-based, Ba/F3 EpoR-JAK2V617F, luminescence. ATP luminescence. inhibition, % at 5.6 µM. 220,000 tested, 1.1% active. AID 1446, 2008;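 active means inhibition above the campaign mean plus 3 SD over all tested compounds, cut at about 24% in these data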;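 further: cytokine-independent growth of Ba/F3 cells driven by EpoR plus mutant JAK2; 0% = DMSO-treated cells and 100% = JAK inhibitor I control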
An asterisk follows results filed as active; nt = not tested or not shown.

(1) C=CC1CN2CCC1CC2c1[nH]c2ccccc2c1CCO (stereo unspecified)
(2) CCOc1ccc2nc(N3CCC(C(=O)N4CCC5(CC4)OCCO5)CC3)sc2c1
(3) O=C(CNS(=O)(=O)c1ccc(Br)s1)N1CCC2(CC1)OCCO2
(4) C(#CCN1CCCCC1)COCc1ccccc1
(5) COc1ccc(OC)c(C(O)C(C)N)c1 (stereo unspecified)
(6) CC(=NC(C)c1ccccc1)c1c(O)[nH]c(=O)[nH]c1=O (stereo unspecified)
(7) Oc1ccc2c3c1OC1C(O)CC[C@@]4(O)[C@@H](C2)N(CC2CCC2)CC[C@]314 (stereo partly specified)
(8) O=C(C(Cc1ccccc1)NS(=O)(=O)c1cccc2nsnc12)N1CCC2(CC1)OCCO2 (stereo unspecified)

Assay by compound	1	2	3	4	5	6	7	8
NPY2 pot ag	-18	7	2	-2	1	9	-2	8
RBBP9 inhibitor	0	-5	-4	2	-6	-3	-4	-5
S1P4 agonist	0.0	3.0	-0.6	0.0	1.4	-1.1	0.1	-2.3
Runt-CBFb FRET	0	0	-2	0	-1	-1	2	-2
NPY-Y1 antag	5	-1	5	9	1	1	5	2
BaF3 parental	2	6	2	1	5	3	-6	5
NPY-Y1 PAM-ag	1	-20	4	-6	-23	-12	6	-2
S1P4 antag	-1	-23	-11	-13	-9	-10	7	-13
Ba/F3 V617F tox	3	5	0	-5	-2	0	2	-2

4 compounds out of the list, arranged by molecular weight, high to low.
(2) CCOc1ccc2nc(N3CCC(C(=O)N4CCC5(CC4)OCCO5)CC3)sc2c1
(3) O=C(CNS(=O)(=O)c1ccc(Br)s1)N1CCC2(CC1)OCCO2
(4) C(#CCN1CCCCC1)COCc1ccccc1
(5) COc1ccc(OC)c(C(O)C(C)N)c1 (stereo unspecified)

Assay by compound	2	3	4	5
NPY2 pot ag	7	2	-2	1
RBBP9 inhibitor	-5	-4	2	-6
S1P4 agonist	3.0	-0.6	0.0	1.4
Runt-CBFb FRET	0	-2	0	-1
NPY-Y1 antag	-1	5	9	1
BaF3 parental	6	2	1	5
NPY-Y1 PAM-ag	-20	4	-6	-23
S1P4 antag	-23	-11	-13	-9
Ba/F3 V617F tox	5	0	-5	-2

Part of the list above, with values under each structure:
Fields – NPY2 pot ag	RBBP9 inhibitor	S1P4 agonist	Runt-CBFb FRET	NPY-Y1 antag	BaF3 parental	NPY-Y1 PAM-ag	S1P4 antag	Ba/F3 V617F tox
1. C=CC1CN2CCC1CC2c1[nH]c2ccccc2c1CCO (stereo unspecified)
    -18	0	0.0	0	5	2	1	-1	3
2. CCOc1ccc2nc(N3CCC(C(=O)N4CCC5(CC4)OCCO5)CC3)sc2c1
    7	-5	3.0	0	-1	6	-20	-23	5

Next records follow.
(9) N#Cc1cc2c(nc1SCC(=O)Nc1ccc(Cl)cc1)C1CCN2CC1
(10) COc1cc(C(c2c(O)c3ccccc3oc2=O)c2c(C)n(C)n(-c3ccccc3)c2=O)ccc1O (stereo unspecified)
(11) CN1CCCC1C(O)(c1ccccc1)c1ccccc1 (stereo unspecified)
(12) CCOC(=O)c1c(/N=C/c2c(O)n(-c3cccc(C)c3)c(=O)[nH]c2=O)sc2c1CCCC2
(13) Cc1cc(/C=C2/C(=O)NC(=O)N(Cc3ccco3)C2=O)c(C)n1-c1ccccc1O
(14) O=C1CC(=O)N(c2ccc3c(c2)OCO3)C(=O)N1
(15) CN1C(=O)C(=Cc2ccc(SC3CCCCC3)o2)C(=O)N(C)C1=O
(16) CCOC(=O)c1c(NC(NC(=O)CF)C(Cl)(Cl)Cl)sc2c1CCCC2 (stereo unspecified)

Assay by compound	9	10	11	12	13	14	15	16
NPY2 pot ag	13	4	-13	6	-10	4	0	19
RBBP9 inhibitor	-3	-4	-2	5	-2	11	-3	-7
S1P4 agonist	0.7	0.3	-1.5	-0.3	-2.7	-1.2	-0.3	0.8
Runt-CBFb FRET	2	1	nt	13	-6	-5	-1	2
NPY-Y1 antag	3	4	-4	9	nt	7	-3	-3
BaF3 parental	3	8	1	0	0	9	6	5
NPY-Y1 PAM-ag	-3	-9	-30	13	13	-8	-11	3
S1P4 antag	-3	-12	-21	0	12	-11	-3	-21
Ba/F3 V617F tox	-1	-1	-2	0	-5	13	0	-4

(17) COc1ccc(/C=N/N=C(/N)N[N+](=O)[O-])c(OC)c1
(18) CCN(CC)CCNC(=O)c1c(O)c2ccccc2n(Cc2ccccc2)c1=O
(19) CC1=NN(c2ccccc2)C(=O)C1/C=C1/C(=O)NC(=O)N(c2cc(C)cc(C)c2)C1=O (stereo unspecified)
(20) CP(=O)(Nc1ccccc1)C(Cl)(Cl)Cl (stereo unspecified)
(21) Cc1cc(C(=O)C[N+]23CCN(CC2)CC3)c(C)n1-c1ccc(Br)cc1
(22) C[N+](C)(C)CCc1ccc(O)cc1
(23) CCOC(=O)C1=C(N)Oc2cc(C)oc(=O)c2C12C(=O)N1c3c(cc(OC)cc32)C(C)=CC1(C)C (stereo unspecified)
(24) CCN(c1ccc(C(O)(C(=O)OC)C(F)(F)F)cc1)S(=O)(=O)c1ccccc1 (stereo unspecified)

Assay by compound	17	18	19	20	21	22	23	24
NPY2 pot ag	-30	-45	6	8	-7	-29	3	0
RBBP9 inhibitor	-7	-11	-9	-9	-9	-13	-2	-1
S1P4 agonist	1.0	-0.2	2.3	-2.0	0.7	0.3	0.0	-0.8
Runt-CBFb FRET	-4	0	-6	-1	0	-4	-1	1
NPY-Y1 antag	5	11	-4	0	-2	3	2	5
BaF3 parental	-1	10	3	4	1	-8	3	5
NPY-Y1 PAM-ag	-2	-29	14	-15	-2	-13	2	-9
S1P4 antag	-18	-23	-4	-5	-13	-17	-33	-22
Ba/F3 V617F tox	-2	2	1	3	3	5	1	7

Given with values under each structure: 2 of the compounds above
Values run as follows: NPY2 pot ag, RBBP9 inhibitor, S1P4 agonist, Runt-CBFb FRET, NPY-Y1 antag, BaF3 parental, NPY-Y1 PAM-ag, S1P4 antag, Ba/F3 V617F tox
#11 CN1CCCC1C(O)(c1ccccc1)c1ccccc1 (stereo unspecified)
 : -13, -2, -1.5, nt, -4, 1, -30, -21, -2
#21 Cc1cc(C(=O)C[N+]23CCN(CC2)CC3)c(C)n1-c1ccc(Br)cc1
 : -7, -9, 0.7, 0, -2, 1, -2, -13, 3

(listing goes on)
(25) COC(=O)c1nc(-c2ccc3c(n2)C(=O)C(N)=C(OC)C3=O)c(N)c(-c2ccc(OC)c(OC)c2O)c1C
(26) O=C(CN1CCN(Cc2cccc(Cl)c2)C1=O)N1CCC2(CC1)OCCO2
(27) COc1ccc(C(=O)C2CN(C)CC2c2ccc(Cl)cc2)cc1 (stereo unspecified)
(28) COc1ccc(N2C(=O)/C(=C/c3cc(C)n(-c4ccc(C)cn4)c3C)C(=O)NC2=S)c(OC)c1
(29) O=C1CCN(C(=O)C(Cl)Cl)N1
(30) Cc1cccc(C2=NCC(=O)N(CC(=O)NCc3ccco3)c3sc4c(c32)CCCC4)c1
(31) O=c1[nH]c(=S)n(-c2ccccc2)c(O)c1C=NCc1ccccn1
(32) CC1(C)C2([N+](=O)[O-])CN3CC1([N+](=O)[O-])CN(C2)C3c1ccccn1 (stereo unspecified)
(33) CN1CCN(CC(=O)Nc2ccc(Cl)cc2C(=O)c2ccccc2)CC1
(34) Cc1ccc(C(C)C)c(OCC#CCN2CCCC2)c1
(35) CC(C)c1ccc(OCC(=O)N2CCN(C)CC2)c(Br)c1

Assay by compound	25	26	27	28	29	30	31	32	33	34	35
NPY2 pot ag	7	1	-10	-4	3	-5	-2	-14	2	-27	3
RBBP9 inhibitor	-3	-2	-4	-7	-3	-6	-5	-4	-4	0	5
S1P4 agonist	0.5	-2.2	-0.1	2.8	1.2	1.7	1.9	1.6	-0.8	-0.2	0.1
Runt-CBFb FRET	-10	0	0	11	0	11	4	-1	0	-1	-1
NPY-Y1 antag	nt	-1	8	-2	0	1	nt	nt	2	10	2
BaF3 parental	9	5	5	-3	5	5	-5	0	4	9	0
NPY-Y1 PAM-ag	39	15	-22	-11	12	-6	-12	6	-14	-22	1
S1P4 antag	11	4	-8	3	-7	-18	7	-4	-6	-21	-10
Ba/F3 V617F tox	9	-1	1	-4	-1	3	-2	-1	0	3	0

Not all compounds are listed. The share of hits here may be higher or lower than overall.
